# Screens deposited in PubChem by National Center for Advancing Translational Sciences (NCATS).
# TRHR enhancer: TRH receptor (human) allosteric enhancement; AID 493056; enhancement, % at 2 µM; 0.66% of 360,000 active; TRHR cells, fluo-8 calcium fluorescence, EC20 TRH enhancement; in the data active means enhancement above about 30%; further: 0% is about no effect
# Target sequence (P34981 whole entry, looked up): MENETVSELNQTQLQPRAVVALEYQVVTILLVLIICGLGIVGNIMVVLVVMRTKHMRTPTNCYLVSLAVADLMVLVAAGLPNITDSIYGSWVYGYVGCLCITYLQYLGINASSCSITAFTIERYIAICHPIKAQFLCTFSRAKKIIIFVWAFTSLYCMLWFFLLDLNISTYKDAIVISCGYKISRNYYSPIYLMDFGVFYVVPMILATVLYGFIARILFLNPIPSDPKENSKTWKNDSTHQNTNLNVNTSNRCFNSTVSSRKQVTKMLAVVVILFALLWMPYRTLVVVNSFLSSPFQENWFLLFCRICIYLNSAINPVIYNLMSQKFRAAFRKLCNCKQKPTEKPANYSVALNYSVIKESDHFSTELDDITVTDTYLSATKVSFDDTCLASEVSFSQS
#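 TRHR-expressing cells loaded with fluo-8 calcium dye were read kinetically (ex 480/em 530) during compound addition, then stimulated with an EC20 of TRH (10 nM final). Enhancement of the Gq-mediated intracellular calcium response was scored.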
# RXFP1 antagonist: antagonists of human relaxin receptor RXFP1; Q9HBX9; HEK293-RXFP1, relaxin-stimulated cAMP HTRF, 30 min; active compounds read low; activity change, negative = inhibition, % at 57.5 µM; 0.59% of 350,000 active; AID 1259400;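 active means activity change of -60% or lower, but not beyond a set lower limit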; further: on the % scale 0 is the no-effect control and ±100 the full control effect
# D2 agonist: agonists of human D2 dopamine receptor | activation, % at 2 µM | AID 485358 | 0.53% of 340,000 active | P14416 | HEK293 T-REx D2 cells, calcium flux agonist mode;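 active means activation over 3 SD above normal in the single-dose calcium agonist read, cut at about 30% in these data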; further: 0% is about no effect
#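 Agonism scored from kinetic calcium signal (1 read/sec, 180 s) following compound pin transfer, after a 10 s baseline. Cells: HEK293 Trex line expressing inducible D2 receptor coupled to calcium, dye-loaded after overnight culture at 30 C.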
# D1 PAM: potentiators of human D1 dopamine receptor | P21728 | HEK293 TREx D1 cells, calcium flux, dopamine EC20 potentiation | potentiation, % at 10 µM | 0.036% of 360,000 active; in the data active means potentiation above about 30%; further: 0% is about no effect
# Target sequence (P21728 whole entry, looked up): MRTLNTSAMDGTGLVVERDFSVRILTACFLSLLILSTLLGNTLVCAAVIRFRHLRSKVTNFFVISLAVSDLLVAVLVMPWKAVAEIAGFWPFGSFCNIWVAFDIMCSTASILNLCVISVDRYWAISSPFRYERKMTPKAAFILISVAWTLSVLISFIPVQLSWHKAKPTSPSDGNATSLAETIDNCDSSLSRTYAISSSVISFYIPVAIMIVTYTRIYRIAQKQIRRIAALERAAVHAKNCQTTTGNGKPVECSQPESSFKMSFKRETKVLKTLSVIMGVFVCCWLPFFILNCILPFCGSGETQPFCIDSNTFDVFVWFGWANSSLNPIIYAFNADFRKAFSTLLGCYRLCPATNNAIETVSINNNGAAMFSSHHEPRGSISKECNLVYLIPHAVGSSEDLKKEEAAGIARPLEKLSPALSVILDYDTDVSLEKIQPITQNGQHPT
# D1 antag: human D1 dopamine receptor antagonism. activity change, negative = inhibition, % at 10 µM. AID 504652. 3.2% of 360,000 active. P21728. HEK293 TREx D1 cells, calcium flux, dopamine EC80; active compounds read low; in the data active means activity change below about -30%; further: on the % scale 0 is the no-effect control and ±100 the full control effect
#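 Inducible Hek293 Trex D1 cells (tetracycline, overnight, 30 C). Calcium dye 30–90 min RT. Antagonist mode: EC80 dopamine added after 180 s compound read.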
# TRHR ag: TRH receptor (human) agonism; TRHR cells, calcium flux fluo-8, FDSS agonist mode; activation, % at 2 µM; 0.18% of 360,000 active; further: 0% is about no effect
#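 Steps: seed TRHR cells overnight; add fluo-8 no-wash Ca dye, RT 30 min–1.5 h; record 10 s baseline; pin-transfer compounds; monitor fluorescence 1 cycle/s for the agonist window. Calcium increases flag candidate agonists.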
# D2 antagonist: antagonists of human D2 dopamine receptor; P14416; HEK293 TREx D2 cells, calcium flux, dopamine EC80; inhibition, % at 10 µM; 2% of 340,000 active; in the data active means inhibition above about 30%; further: 0% is about no effect
#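 Cells plated overnight at 30 C with tetracycline; no-wash calcium dye, 30–90 min RT; 10 s baseline; compound pinned; 180 s read; EC80 dopamine added; another 180 s read.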
# D1 agonist: human D1 receptor agonism. P21728. AID 504660. activation, % at 2 µM. 1% of 360,000 active. HEK293 T-REx D1 cells, calcium flux, agonist mode; further: 0% is about no effect
#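 Inducible HEK293 T-REx D1 cells, force-coupled to calcium signalling, were plated at 4000 cells/well with tetracycline and held overnight at 30 C. After no-wash calcium dye loading, compound-evoked calcium rise over 180 s flagged agonists.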
# D2 PAM: D2 dopamine receptor (human) potentiation. P14416. AID 485347. HEK293 T-REx D2, calcium flux, EC20 dopamine potentiation. 0.34% of 340,000 active. potentiation, % at 10 µM;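 active means potentiation over 3 SD above the plate norm, cut at about 30% in these data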; further: 0% is about no effect
#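 Primary screen. Calcium kinetics in induced HEK293 T-REx D2 cells: compound pre-addition 180 s, EC20 dopamine, 180 s more.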
# * hit, by the source's call; . = not tested or not shown. Unless noted, no stated cut-off is given here; in the data, active means activation above about 30%; inactive means the rest. Rows were taken by chance (roughly 7.3% active in at least one column).
# Preview (6 entries):
no.	Compound	TRHR enhancer	RXFP1 antagonist	D2 agonist	D1 PAM	D1 antag	TRHR ag	D2 antagonist	D1 agonist	D2 PAM
1	Cc1[nH]c2ccccc2c1C(=O)COC(=O)C1CC(O)CN1S(=O)(=O)c1ccc(Cl)cc1 (configuration not stated)	9	-24	-0.3	4	-3	0.1	4	0	-2
2	CCCOc1ccc(C(=O)Nc2ccc3oc(-c4ccncc4)nc3c2)cc1	3	-6	0.4	0	6	-0.8	.	-1	-5
3	COc1ccc(CSC2=NCCN2)cc1Br	2	17	0.2	-3	2	0.8	7	1	-9
4	CC1(C)CC(=O)C=C(c2cccc(CO)c2)C1	9	.	-0.5	5	.	0.3	7	-1	5
5	CC(C)(C)c1ccc(OCCNC(=S)Nc2ccccc2)cc1	8	-25	0.7	-10	2	-1.5	4	20	10
6	Cc1ccc2c(Cl)c(C(=O)N/N=C/c3cccn3C)sc2c1	2	-2	-0.3	-6	-11	1.2	0	3	-3

# Results, from the first entry:
no.	Compound	TRHR enhancer	RXFP1 antagonist	D2 agonist	D1 PAM	D1 antag	TRHR ag	D2 antagonist	D1 agonist	D2 PAM
1	Cc1[nH]c2ccccc2c1C(=O)COC(=O)C1CC(O)CN1S(=O)(=O)c1ccc(Cl)cc1 (configuration not stated)	9	-24	-0.3	4	-3	0.1	4	0	-2
2	CCCOc1ccc(C(=O)Nc2ccc3oc(-c4ccncc4)nc3c2)cc1	3	-6	0.4	0	6	-0.8	.	-1	-5
3	COc1ccc(CSC2=NCCN2)cc1Br	2	17	0.2	-3	2	0.8	7	1	-9
4	CC1(C)CC(=O)C=C(c2cccc(CO)c2)C1	9	.	-0.5	5	.	0.3	7	-1	5
5	CC(C)(C)c1ccc(OCCNC(=S)Nc2ccccc2)cc1	8	-25	0.7	-10	2	-1.5	4	20	10
6	Cc1ccc2c(Cl)c(C(=O)N/N=C/c3cccn3C)sc2c1	2	-2	-0.3	-6	-11	1.2	0	3	-3
7	O=C(CCC1CCCC1)N1CCN(C2CCCC2)CC1	-7	2	.	-6	6	-0.8	.	2	.
8	O=C(COc1ccc(NC(=O)c2ccccc2)cc1)c1ccccc1	-4	2	.	-6	-8	-0.6	.	2	.
9	CC(=O)Nc1ccc(NC(=O)C(C)OC(=O)CNS(=O)(=O)c2cccc(Cl)c2)cc1 (configuration not stated)	4	-2	3.1	1	4	1.3	-3	0	5
10	COCCCNC(=O)c1cnn(-c2ccccc2Cl)c1C1CCN(C(=O)OC(C)(C)C)CC1	-12	-9	.	4	7	1.5	.	3	5
11	COc1ccccc1NC(=O)c1cnc(SCC(=O)N2CCOCC2)n(C)c1=O	-4	-20	.	-2	.	0.4	.	-3	-3
12	C=CCCN(Cc1ccccc1)S(=O)(=O)c1ccccc1Br	1	.	-0.7	-7	1	-0.5	18	2	-1
13	COc1ccc(C2/C(=C(/O)c3ccccc3)C(=O)C(=O)N2CCCN2CCOCC2)cc1 (configuration not stated)	-1	5	0.5	3	-3	0.3	5	0	-8
14	COc1ccc(CSc2nnnn2C)cc1[N+](=O)[O-]	4	-14	-0.5	-4	13	0.2	6	2	14
15	CCN(CC1COc2ccccc2O1)C(=S)NC1CC2CCC1C2 (configuration not stated)	-7	6	0.8	-1	.	0.6	-5	2	-10
16	O=C(NCc1ccccn1)c1cc(-c2ccccc2)on1	8	-17	0.1	7	4	-0.1	18	3	2
17	COc1cc(NC(=O)CCCC(=O)OCC(F)(F)C(F)F)nc(OC)n1	0	-1	-1.2	2	-9	0.1	52*	4	6
18	Cc1cccc(-c2cnn(-c3ccccc3)c2N)c1	0	-22	1.1	0	0	-0.4	14	1	-7
19	Cc1ccc(NC(=O)CNCC(c2ccccc2)N(C)C)cc1F (configuration not stated)	-3	-2	-0.7	-2	2	-0.9	13	4	-17
20	CCOC(=O)c1[nH]c2ccc(OCC)cc2c1NC(=O)CN1CCCC(C)C1 (configuration not stated)	5	-11	-0.6	-6	-36*	-0.2	6	3	-14
21	O=C(CSc1nnnn1C1CCCC1)NCc1ccc2c(c1)OCO2	-1	-14	0.0	-5	-9	-0.7	10	2	7
22	O=C(CSc1nnc(-c2ccccc2)n1-c1ccc(Cl)cc1)N/N=C/c1ccccc1C(=O)O	-10	-6	-1.0	4	11	0.2	6	3	-6
23	O=C(NC1CCS(=O)(=O)C1)c1cccc(S(=O)(=O)N2CCCCC2)c1 (configuration not stated)	13	-5	-0.3	-3	2	0.7	-18	1	-9
24	Cc1cc(C)c2c(CC(=O)Nc3nccs3)coc2c1	7	-7	-0.4	-1	-10	-1.1	3	10	6
25	N#Cc1cccc(CSc2nnc(CCCO)n2-c2ccccc2)c1	6	-8	0.8	-2	6	0.0	-8	1	8
26	O=C(CN(C1CCCCC1)S(=O)(=O)c1ccc(F)cc1)NCc1ccncc1	-10	.	0.3	5	-4	-0.7	-1	4	-3
27	CC(C)(C)c1ccc(CS(=O)(=O)CC(O)CN2CCCC2=O)cc1 (configuration not stated)	7	9	-0.9	-2	-4	0.9	13	4	3
28	COC(=O)c1cn(C(=O)c2ccc(OC)c(OC)c2)c2ccccc12	2	5	0.2	0	-47*	0.2	-1	3	-6
29	Cc1cc(C(C)(C)C)cc(C)c1COC(=O)C1CCC(=O)N1 (configuration not stated)	1	-8	-0.1	-7	-20	-0.3	3	3	6
30	CN(C)S(=O)(=O)c1ccc(C(=O)OCC(=O)Nc2sc3c(c2C#N)CCCCC3)cc1	2	-10	.	2	-12	-0.2	.	2	.
31	CCOC(=O)c1[nH]c(C)c(C(=O)N2CCN(c3ccccc3OC)CC2)c1C	2	-2	.	0	6	2.2	.	5	.
32	O=[N+]([O-])c1ccc(Nc2nc(N/N=C\c3ccc4c(c3)OCO4)nc(N3CCCCC3)n2)cc1	7	3	0.6	-4	-11	0.5	-3	1	-14
33	CCCOc1ccc(-c2nc(OCC)c3ccccc3n2)cc1	-6	7	-0.4	-2	6	-0.3	-62	1	-5
34	O=C(NC(Cc1ccc(O)cc1)C(=O)O)c1ccco1 (configuration not stated)	-5	-2	0.4	0	-19	0.1	-11	1	3
35	Cc1ccc(CNC(=O)COC(=O)c2cnccn2)cc1	1	7	0.9	-4	15	-0.3	1	0	5
36	CCn1c(SCc2nc3ccccc3s2)nnc1-c1cccs1	0	17	.	0	-8	-0.8	.	-2	.

# Part of the list above in order of molecular weight, smallest number first.
no.	Compound	TRHR enhancer	RXFP1 antagonist	D2 agonist	D1 PAM	D1 antag	TRHR ag	D2 antagonist	D1 agonist	D2 PAM
18	Cc1cccc(-c2cnn(-c3ccccc3)c2N)c1	0	-22	1.1	0	0	-0.4	14	1	-7
5	CC(C)(C)c1ccc(OCCNC(=S)Nc2ccccc2)cc1	8	-25	0.7	-10	2	-1.5	4	20	10
32	O=[N+]([O-])c1ccc(Nc2nc(N/N=C\c3ccc4c(c3)OCO4)nc(N3CCCCC3)n2)cc1	7	3	0.6	-4	-11	0.5	-3	1	-14

# (cont.)
no.	Compound	TRHR enhancer	RXFP1 antagonist	D2 agonist	D1 PAM	D1 antag	TRHR ag	D2 antagonist	D1 agonist	D2 PAM
37	CN(C(=O)CSc1nnc(CN2CCCC2)n1Cc1ccccc1)c1ccccc1	12	-9	-0.2	-4	-6	-0.2	-4	2	-4
38	CC(C(=O)NC1CCCCC1)N(Cc1ccc(F)cc1)C(=O)c1snc(C(N)=O)c1N (configuration not stated)	-3	-4	-1.0	-6	-8	0.1	15	3	0
39	Cc1cc(C(=O)NC2CCC(C)CC2)c(C)o1 (configuration not stated)	-2	0	0.2	2	-5	-0.6	-12	1	-5
40	Cc1ccc2[nH]c(=O)c(CN(CCCO)S(=O)(=O)c3cccc4nsnc34)cc2c1	3	-4	0.2	-5	25	0.1	-7	1	2
41	CC(=O)N1CCc2cc(Br)cc(S(=O)(=O)N3CCN(c4ccccn4)CC3)c21	5	7	1.1	-4	-2	0.2	-6	7	1
42	N#Cc1nc(-c2cccs2)oc1NCC1CCCO1 (configuration not stated)	3	3	0.3	-1	3	-0.1	-14	-3	-3
43	Oc1cccc2ccc(/C=C/c3ccccc3Cl)nc12	8	3	-0.5	6	-1	1.0	-12	7	-10
44	COC(=O)CSc1ncc2c(n1)-c1ccccc1N(Cc1ccc(Cl)cc1)S2(=O)=O	-1	0	0.1	0	4	-0.1	.	2	10
45	CN(CC(=O)Nc1ccccc1F)CC(=O)Nc1ccc(F)c(F)c1F	6	7	-0.1	-5	2	-1.6	-5	-3	8
46	COC(=O)c1ccc(NS(=O)(=O)c2ccc(-c3cc(C)no3)s2)cc1	10	-9	-0.1	1	-25	0.6	-9	1	13
47	Cc1cc(/C=N/n2c(COc3ccccc3C)nc3ccccc3c2=O)c(O)c([N+](=O)[O-])c1	7	-13	1.4	-4	-5	0.6	2	6	-17
48	Cc1cc(Nc2ccc(N3CCC(C)CC3)cc2)n2ncnc2n1	-13	-7	-0.3	0	12	-0.1	-3	1	0
49	Cc1ccc(NC(=O)C2CCN(C(=O)c3sc4nc[nH]c(=O)c4c3C)CC2)cc1F	-6	-3	0.5	-6	-29	-0.1	.	1	11
50	N#Cc1ccc(NC(=O)COC(=O)CCc2nc3ccccc3c(=O)[nH]2)cc1	-1	-22	0.1	0	10	-0.3	2	2	1
51	COc1ccc(C)cc1NC(=O)C(NS(=O)(=O)c1cccc2nsnc12)c1ccccc1 (configuration not stated)	-4	-18	-0.2	2	-9	0.0	.	2	-7
52	CCOC(=O)CNC(=O)CNC(=O)c1ccc(OC)cc1	-1	-8	0.5	-2	-13	0.4	-9	1	7
53	C=CCn1c(-c2ccccc2)c[nH]c1=S	-9	-16	-2.5	-4	7	-0.5	-2	6	24
54	COc1ccccc1C(=O)NCC(=O)n1nc(C)cc1C	-5	4	0.4	-1	-2	-0.4	7	2	11
55	COc1ccc(CNC(=O)C2CC(c3ccc(OC)cc3)=NO2)cc1 (configuration not stated)	-2	-4	0.5	-4	-7	0.1	-2	5	2
56	C=CCNC(=S)Nc1ccc(C)cc1[N+](=O)[O-]	22	-6	0.4	-5	.	0.0	8	-3	7
57	Cc1c(Cc2ccccc2)c(=O)oc2c(C)c(OCC(=O)NCc3ccccn3)ccc12	-2	8	0.1	-6	1	-0.7	6	0	1
58	COc1ccc2c(CC(=O)OCC(=O)Nc3cccc(C)c3)coc2c1	-7	-5	-0.2	3	2	-0.3	-6	0	15
59	CCOC(=O)C(NC(=O)c1ccccc1F)(Nc1cc(C)on1)C(F)(F)F (configuration not stated)	2	7	0.5	1	-15	0.0	14	0	4
60	CCN1C(=O)C(CC(=O)Nc2ccc(OC)cc2)N(Cc2ccco2)C1=S (configuration not stated)	7	2	-2.1	-8	8	-0.6	-5	6	2
61	CCOc1ccc(C(C(=O)NCC2CCCO2)N(Cc2cccnc2)C(=O)c2snc(C(N)=O)c2N)cc1 (configuration not stated)	3	12	1.5	-2	-5	0.2	-4	4	7
62	CCCCCn1c(=O)[nH]c2cc(C(=O)NCCN3CCCCC3C)ccc2c1=O (configuration not stated)	7	-4	1.2	-1	8	0.4	-45	3	-14
63	COc1ccc(NC(=O)N2CCCC(c3nc(-c4ccc(OC)cc4)no3)C2)cc1 (configuration not stated)	-1	-5	-2.6	-3	-14	-1.1	-10	4	7
64	CN(c1ccccc1)S(=O)(=O)c1ccc2[nH]c(=O)[nH]c2c1	-1	-4	0.7	1	-5	1.0	-3	1	2
65	Cc1cc(C)c(C)c(S(=O)(=O)Nc2ccccc2C(=O)NCCCn2ccnc2)c1C	1	1	-0.7	-4	0	-1.1	-4	3	-5
